FBA Mtb inh: Mtb fructose-bisphosphate aldolase inhibition. P9WQA3. purified M. tuberculosis FBA, fluorescence read-out. inhibition, % at 1 µM. actives 2.3% (n = 360,000). AID 588726; in the data active means inhibition above about 27%;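 further: 0% = vehicle and 100% = reference inhibitor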
BioA inh: blocks M. tuberculosis BioA enzyme activity; actives 0.096% (n = 360,000); inhibition, % at 9.99 µM; AID 602481; purified M. tuberculosis BioA enzyme, plate reader; in the data active means inhibition above about 40%; inconclusive means no clear call, values can overlap the other calls
Anthrax LF inh2: anthrax lethal factor protease inhibition | P15917 | actives 0.12% (n = 360,000) | multiplex microsphere protease cleavage assay, LF | AID 588501 | inhibition, % at 10 µM; further: plate controls were buffer without enzyme for full effect and enzyme alone for no effect
Target sequence (P15917 whole entry, looked up): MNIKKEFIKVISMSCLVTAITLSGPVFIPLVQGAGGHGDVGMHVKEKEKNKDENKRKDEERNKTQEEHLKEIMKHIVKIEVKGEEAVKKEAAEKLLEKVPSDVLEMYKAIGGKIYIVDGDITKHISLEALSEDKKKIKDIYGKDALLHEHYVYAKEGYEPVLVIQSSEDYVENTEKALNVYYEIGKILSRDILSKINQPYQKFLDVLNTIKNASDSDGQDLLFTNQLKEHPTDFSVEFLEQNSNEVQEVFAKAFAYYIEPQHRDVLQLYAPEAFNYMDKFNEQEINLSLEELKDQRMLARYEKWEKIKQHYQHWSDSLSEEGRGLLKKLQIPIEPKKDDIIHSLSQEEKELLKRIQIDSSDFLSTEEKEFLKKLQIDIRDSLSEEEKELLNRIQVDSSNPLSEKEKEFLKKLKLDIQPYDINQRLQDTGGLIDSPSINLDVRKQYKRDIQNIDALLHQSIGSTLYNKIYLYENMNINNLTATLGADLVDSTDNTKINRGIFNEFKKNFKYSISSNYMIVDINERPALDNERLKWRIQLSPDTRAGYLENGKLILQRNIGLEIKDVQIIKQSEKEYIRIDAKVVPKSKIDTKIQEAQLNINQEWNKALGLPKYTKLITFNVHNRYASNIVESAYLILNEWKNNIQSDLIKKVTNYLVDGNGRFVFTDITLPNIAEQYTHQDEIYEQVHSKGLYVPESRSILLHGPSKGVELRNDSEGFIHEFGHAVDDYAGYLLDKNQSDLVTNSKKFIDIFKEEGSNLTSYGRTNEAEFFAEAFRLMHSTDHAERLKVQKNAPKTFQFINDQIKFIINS
BoNT-F LC inh: blocks Botulinum neurotoxin F light chain protease; Multiplex microsphere protease cleavage assay, flow cytometry; inhibition, % at 10 µM; actives 0.22% (n = 360,000); AID 588497; in the data active means inhibition above about 35%, passing the limit was not always enough; inconclusive means no clear call, values can overlap the other calls; further: plate controls were buffer without enzyme for full effect and enzyme alone for no effect
GDH-TPI counter: counter-screen for M. tuberculosis FBA inhibitors: GDH-TPI coupled enzymes; GDH-TPI coupled enzyme counterscreen, NADH absorbance; inhibition, % at 4.8 µM; actives 1.2% (n = 360,000); AID 588335; in the data active means inhibition above about 30%;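 further: 0% = DMSO wells and 100% = wells lacking the enzyme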
PfHsp40 yeast: restores yeast growth despite PfHsp40 toxicity | S. cerevisiae expressing PfHsp40, growth rescue, ATP luminescence | growth rescue, % at 12.5 µM | actives 0.68% (n = 340,000) | AID 504582; in the data active means growth rescue above about 28%, passing the limit was not always enough; inconclusive means no clear call, values can overlap the other calls;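 further: yeast W303a lacking pdr1 and pdr3 grown in galactose medium; growth measured after three days at 30 °C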
BoNT A protease: BoNT A light chain protease inhibition; AID 588499; inhibition, % at 10 µM; actives 0.17% (n = 360,000); multiplex microsphere protease substrate cleavage, flow cytometry; further: plate controls were buffer without enzyme for full effect and enzyme alone for no effect
FadD28 binding: M. tuberculosis FadD28 bisubstrate binding inhibition; inhibition, % at 12.5 µM; FadD28 bisubstrate probe binding, fluorescence polarization; actives 0.22% (n = 360,000); in the data active means inhibition above about 8.5%, passing the limit was not always enough; inconclusive means no clear call, values can overlap the other calls
UGM FP inh: inhibitors of M. tuberculosis UDP-galactopyranose mutase; P9WIQ1; purified UGM, fluorescence polarization probe displacement; inhibition, % at 10 µM; actives 0.06% (n = 320,000); in the data active means inhibition above about 10%, passing the limit was not always enough; inconclusive means no clear call, values can overlap the other calls
Starred values were filed as active, the others as inactive; u = inconclusive; x = not tested or not shown. Unless noted, no stated cut-off is given here; in the data, active means inhibition above about 30%; inconclusive means no clear call, values can overlap the other calls; inactive means below that.

SMILES	FBA Mtb inh	BioA inh	Anthrax LF inh2	BoNT-F LC inh	GDH-TPI counter	PfHsp40 yeast	BoNT A protease	FadD28 binding	UGM FP inh
O=C(NNC(=S)NCc1ccc(Cl)cc1)c1cccnc1	-3	0.0	-3	-2	1	-1.7	-0.5	-2.6	4.6
CC1(C)CC(=O)C(CC2CCCCC2=O)C(=O)C1 (configuration not stated)	4	-4.3	-4	u	6	0.7	u	-1.6	-2.4
COc1cccc(NC(=O)CN2CCC(NC(=O)c3ccccc3C)CC2)c1	1	1.0	-7	-5	3	x	-0.8	-1.2	x
CCOC(=O)/C(C#N)=C/c1ccc(OCC(=O)Nc2cc(C)ccc2C)c(OC)c1	3	x	-1	17	3	-1.2	-1.2	-1.2	1.2
Cc1sc(NC(=O)C2CCCO2)c(C#N)c1C (configuration not stated)	6	0.3	-4	1	3	0.9	0.1	-1.9	1.9
Cc1cccc(C(=O)N[C@H](C(=O)NCCc2ccc(Cl)cc2)C(C)C)c1	2	-2.3	-4	15	7	-0.1	-0.6	-0.5	-2.5
N=c1c2c(n(Cc3ccccc3)c3c1CCC3)CCC2	3	30	-3	-1	-2	-0.1	0.1	1.2	-2.3
OC(c1ccccc1)c1ncc(-c2cccc(C(F)(F)F)c2)[nH]1 (configuration not stated)	0	1.3	-2	3	-7	x	-0.1	-3.5	x
CC(=O)NCc1ccc(S(=O)(=O)NC(C(=O)O)C(C)C)cc1 (configuration not stated)	-4	-3.6	1	5	15	0.0	-1.4	-1.0	-0.9
O=C(O)/C=C/C(=O)NC1CCCCCCCCCCC1	-6	1.1	-21	u	-21	0.2	-2.7	-2.4	-1.5
Cc1ccc(C(=O)C(OC(=O)COc2ccccc2C)c2ccccc2)cc1 (configuration not stated)	-2	-3.2	-6	-7	12	1.5	-1.3	0.2	-0.1
CC1Cc2ccccc2N1C(=O)CN1C(=O)NC(C)(CCc2ccccc2)C1=O (configuration not stated)	1	0.6	-2	-9	4	-0.8	-0.6	-1.0	4.5
CC1CCC2C(C1)c1sc(=O)[nH]c1SC2(C)C (configuration not stated)	2	3.7	-4	-1	6	-0.9	-0.3	-3.2	-1.3
O=C(NC[C@@H]1CCCO1)c1cccc2c1C(=O)c1ccc(Cl)cc1S2(=O)=O	-1	-0.9	-2	-4	9	-1.9	-0.3	-2.1	1.1
O=C(CSc1nnc(-c2ccco2)n1CC1CCCO1)c1ccc(F)cc1 (configuration not stated)	-3	3.3	-3	-5	7	-0.2	0.0	-0.7	2.1
O=C(C[C@H]1C(=O)N(c2ccccc2)C[C@@H]1Cc1ccccc1)Nc1ccc(Br)cc1	2	-0.9	-2	-2	6	x	0.2	-0.9	x
Nc1cc(Cl)ccc1N1CCCC1	0	x	-1	-17	-1	0.8	3.7	-1.1	-0.4
Cc1ccc(C(C(=O)NC2CCCC2)N(Cc2cccs2)C(=O)c2csnn2)o1 (configuration not stated)	7	0.4	2	17	3	1.4	0.3	-1.6	-0.3
CC1CCCC(NC(=S)Nc2ccc(SC(F)F)cc2)C1C (configuration not stated)	-2	x	-1	-5	-4	3.5	0.4	-1.1	-0.5
Fc1ccccc1-c1nnc2ccc3ccccc3n12	9	3.0	8	u	3	-2.2	3.7	-3.3	2.2
Cc1ccc(C(=O)NCCc2nnc3ccc(N4CCCC4)nn23)cc1	-2	-0.9	-1	8	7	-0.2	-0.8	0.2	-1.1
CCOC(=O)C1=C(O)C(=O)N(CCCn2ccnc2)C1c1ccc(C)cc1 (configuration not stated)	2	x	4	6	11	-1.8	0.4	0.3	0.5
COc1ccc(-c2c[n+]3c(n2-c2ccccc2)SCC3)cc1	0	4.1	u	24	-2	0.3	4.7	-3.9	-2.7
COc1cccc(NC(=O)COC(=O)c2ccccc2C(=O)N2CCN(c3ccccc3)CC2)c1	2	x	1	-8	-1	0.5	1.4	-0.3	-0.4
O=C1CN(C(=O)CN2CCN(S(=O)(=O)c3ccccc3F)CC2)c2ccccc2N1	-2	-2.4	3	-1	3	x	0.3	-0.4	x
COC(=O)c1sc(N)c(C(=O)OC)c1COC(=O)CCNS(=O)(=O)c1ccc(C)cc1	3	2.1	-5	4	5	1.8	0.7	1.0	1.0
CCOC(=O)[C@@H](C)N(Cc1ccc(OC)cc1)S(=O)(=O)N(Cc1ccccc1)[C@H](C(=O)OC)C(C)C	-1	1.7	0	-6	-10	2.5	-0.3	-2.6	-1.7
COc1ccccc1NC(=O)c1ccc(NC(=O)Cc2n[nH]c(=O)c3ccccc23)cc1	2	-7.7	-1	3	-4	0.8	0.3	-2.3	-0.4
CCCn1c(SCC(=O)c2cc(C)c(C)cc2C)n[nH]c1=O	2	x	-7	-7	-8	1.2	0.8	-3.0	2.1
COc1ccc(C(=O)Nc2ccc3c(c2)OCCO3)c(OC)c1	-1	0.8	-1	3	4	x	-0.1	-4.5	x
CN(C)c1ccc(NC(=S)c2ccc3ccccc3n2)cc1	-6	-0.2	-4	3	17	-0.3	0.4	-0.9	1.9
COCCN(C(=O)C1CC(=O)N(Cc2ccc(C)cc2)C1)c1c(N)n(CC(C)C)c(=O)[nH]c1=O (configuration not stated)	1	-0.4	2	5	-11	-0.3	3.9	-3.5	1.0
CCOC(=O)c1[nH]c(C)c(C(=O)OCc2ccccc2F)c1C	1	0.5	-1	0	-2	0.5	-1.1	-1.5	-1.1
C=CCC[C@@H](Cc1ccc(F)cc1)C(=O)OC[C@@H](NC(=O)[C@H](CC=C)CC(=O)N(CCO)Cc1ccccc1)c1ccccc1	-2	-3.0	-1	-9	6	1.4	-0.2	0.3	5.5
CC1c2[nH]c3ccccc3c2C[C@H]2C(=O)N(CCCO)CC(=O)N12 (some centres not stated)	6	-2.1	-11	-15	3	0.8	1.7	-1.4	0.4
O=C(COc1ccc(C(=O)NCCc2ccccc2)cc1)Nc1ccccc1	-1	x	1	4	9	-0.2	1.1	0.9	1.8
C#CCN(CC=C)C(=O)c1cccc(OC2CCN(S(C)(=O)=O)CC2)c1	2	-1.2	5	u	2	-1.2	0.2	-1.5	2.1
CC(=O)NC(C)C(=O)OCC(=O)c1ccc(-c2ccccc2)cc1 (configuration not stated)	-1	-0.4	-2	-10	-12	-0.4	0.0	-3.5	-1.2
CCN(CC)CCn1c2c(c(SCC(=O)Nc3ccc4c(c3)OCCO4)nc1=O)CCC2	4	x	u	-2	6	0.0	0.2	2.1	0.0
COc1cc(C(=O)NCc2nnc(SCC(=O)N3CCCC3)o2)cc(OC)c1OC	2	-0.6	0	2	3	-0.9	2.9	-1.6	4.4
COc1ccc(S(=O)(=O)N2CCN(C(=O)/C=C/c3ccco3)CC2)cc1	-1	-0.8	2	1	6	0.1	-2.8	-1.6	x
CCOc1ccc2oc(C(=O)OCC(=O)NC3CCCCC3)c(C)c2c1	22	4.3	-8	6	-6	0.5	-0.1	3.2	-1.6
Cc1ccc(S(=O)(=O)N2CCCCC2)cc1NC(=O)c1ccc(Br)o1	-1	x	0	5	6	0.5	1.3	-1.2	-0.6
NS(=O)(=O)c1ccc(NC(=O)c2ccc3c(c2)CCN3S(=O)(=O)c2ccccc2)cc1	-2	0.8	-2	7	3	0.6	-0.5	-0.8	0.3
CN1CCN(C(=O)/C=C/c2cccc(Cl)c2)CC1	-6	-1.1	1	4	-2	0.1	2.4	-3.8	-2.3
CCC(CC)C(=O)Nc1ccc(C)cc1O	-5	x	-2	-7	-2	-0.9	-2.2	-2.9	1.1
O=C(CSc1nnnn1C1CC1)N1CCN(c2cccc(Cl)c2)CC1	0	8.5	-7	-13	-2	0.5	0.1	-2.1	-1.3
Cc1nn(-c2ccccc2)c(N2CCCC2)c1/C=C1\N=C(c2ccccc2)OC1=O	1	x	3	6	5	-0.6	7.8	-1.6	1.5
O=C(CCl)NNc1nc(-c2ccccc2)c2cc(Cl)ccc2n1	2	-3.1	-3	u	14	-1.1	-4.0	-0.3	-1.5
CC(=O)c1c(C(C)=O)c(C)n(-c2nc(-c3ccccc3)c(C)s2)c1C	0	x	-4	1	7	0.9	-0.1	-2.8	1.4
(more compounds)
SMILES	FBA Mtb inh	BioA inh	Anthrax LF inh2	BoNT-F LC inh	GDH-TPI counter	PfHsp40 yeast	BoNT A protease	FadD28 binding	UGM FP inh
O=C(NNC(=O)c1ccccc1)C(=O)N1CCCCC1	4	-0.5	-3	-10	5	-1.5	-1.2	-4.6	-3.0
NC(=O)c1cc(C(N)=O)nc(Cl)n1	-1	x	-2	-17	3	-0.8	-8.8	-0.8	0.8
COc1ccc(-n2c(SCC(N)=O)nnc2-c2ccc(NS(=O)(=O)c3ccc(C)cc3)cc2)cc1	4	-0.3	-2	8	2	1.4	-0.9	0.4	-0.7
O=C(CCC(=O)N(CC(=O)NC1CCCCC1)c1ccc(F)cc1)Nc1nccs1	-1	-0.9	-3	-10	2	0.5	2.1	-3.8	-2.0
CC(C)Oc1ccc(CNC(=O)C2CCN(C(=O)N3CCOc4ccccc43)CC2)cc1	-1	-1.9	5	-6	-1	1.0	-1.0	-0.7	0.0
CCOC(=O)C1=C(C)Nc2nc(=S)[nH]n2C1c1ccc(Cl)cc1 (configuration not stated)	2	1.2	-1	0	10	0.0	-0.2	-1.5	x
COc1ccc(C)c2sc(N(CCCN(C)C)C(=O)c3ccc(S(=O)(=O)N4CCc5ccccc5C4)cc3)nc12	-2	-0.5	x	x	2	-2.8	x	-3.3	1.8
COc1cc(C(=O)Nc2nnc(C)s2)c([N+](=O)[O-])cc1OC	0	x	4	0	18	-0.5	0.2	-2.4	0.5
O=C(N/N=C/c1ccc(O)cc1)c1cccc(N/N=C/c2ccc(O)cc2)c1	-1	-1.3	-3	-7	37*	2.3	-0.6	-2.6	1.4
COc1ccc(S(=O)(=O)N(C(=O)c2ccco2)c2cc3sc(=O)oc3c3ccccc23)cc1	-1	x	1	-1	11	-0.8	1.3	1.2	-2.3
O=P(O)(c1ccc(Cl)cc1)c1ccc(Cl)cc1	17	-0.7	1	-5	-14	-1.7	-0.3	-1.9	1.3
CCOC(=O)Nc1ccc2c(COC(=O)CNS(=O)(=O)c3ccc(NC(C)=O)cc3)cc(=O)oc2c1	160*	0.8	1	-4	13	0.3	0.1	-0.1	3.3
COC(=O)[C@H]1[C@H](CCc2ccccc2)NC(=O)N(Cc2ccccc2)[C@@H]1C	4	-4.2	-7	-6	11	0.2	-0.9	-0.5	0.2
N/C(=N\OC(=O)CN1C(=O)c2ccccc2C1=O)c1ccc(Cl)cc1	3	x	-2	-2	6	-0.4	-0.5	-0.7	-2.8
CCn1c(=O)n(CC)c2cc(S(=O)(=O)Nc3cc(C)cc(C)c3C#N)ccc21	6	0.9	0	-3	-7	-0.6	-0.1	0.0	-1.6
CC(C)(C)OC(=O)N1CCC(C(=O)Nc2cccc(C(=O)N3CCOCC3)c2)CC1	0	-2.0	-6	-7	-10	-1.3	-0.4	-2.8	-0.1
CCOC(=O)CN(Cc1sccc1C)C(=O)Nc1ccc(OCC)cc1	3	x	-1	2	-1	-0.1	-0.1	2.5	-0.2
O=[N+]([O-])c1cccc(S(=O)(=O)NCCCn2ccnc2)c1	2	-0.4	-9	-10	1	-0.9	-3.2	1.1	-1.3
C=CC[C@@H](CC(=O)N(CCO)Cc1ccccc1)C(=O)NCCOC(=O)[C@H](CC=C)CC(=O)OC(C)(C)C	2	-4.8	-4	-11	-6	0.3	-0.1	-0.6	1.3

A stretch taken from the entries so far, as a working copy:
SMILES	FBA Mtb inh	BioA inh	Anthrax LF inh2	BoNT-F LC inh	GDH-TPI counter	PfHsp40 yeast	BoNT A protease	FadD28 binding	UGM FP inh
CC(C)(C)OC(=O)N1CCC(C(=O)Nc2cccc(C(=O)N3CCOCC3)c2)CC1	0	-2.0	-6	-7	-10	-1.3	-0.4	-2.8	-0.1
CCOC(=O)CN(Cc1sccc1C)C(=O)Nc1ccc(OCC)cc1	3	x	-1	2	-1	-0.1	-0.1	2.5	-0.2
O=[N+]([O-])c1cccc(S(=O)(=O)NCCCn2ccnc2)c1	2	-0.4	-9	-10	1	-0.9	-3.2	1.1	-1.3
C=CC[C@@H](CC(=O)N(CCO)Cc1ccccc1)C(=O)NCCOC(=O)[C@H](CC=C)CC(=O)OC(C)(C)C	2	-4.8	-4	-11	-6	0.3	-0.1	-0.6	1.3

Hits appear at their usual frequency; 4.7% or so of the library scored in one or more.
